# Source: PubChem
# TLR9-MyD88 block: inhibitors of human TLR9-MyD88 binding | CHO BLA complementation TLR9-MyD88, CCF4 FRET ratio | inhibition, % at 4.98 µM | actives 0.21% (n = 340,000) | AID 504734;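 active means inhibition above the mean over all tested compounds plus 3 SD, cut at about 21% in these data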;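 further: 0% = DMSO only wells and 100% = clavulanate BLA inhibitor control wells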
# Cardio protect: protects H9c2 cardiomyocytes from peroxide injury. H2O2 injury protection, ATPLite, 2 h. protection from H2O2 cell death, % at 20 µM. actives 0.63% (n = 360,000);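 active means compounds giving at least 50% protection of heart cells from peroxide-induced death in the single-dose screen, raw or plate-pattern-corrected value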;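 further: 0% = DMSO wells with peroxide and 100% = DMSO wells without peroxide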
# ABHD5-PLIN5 inh: ABHD5-PLIN5 protein interaction inhibition. Q00G26+Q8WTS1. Split G. princeps luciferase complementation, luminescence, 4 h. inhibition, % at 4 µM. actives 0.78% (n = 360,000). AID 602281;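 active means inhibition above the mean inhibition across every tested compound plus 3 SD, cut at about 22% in these data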;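 further: 0% = DMSO only wells and the 100% control is not disclosed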
# MC4R barr agon: human MC4R agonism via beta-arrestin. actives 0.98% (n = 360,000). activation, % at 8.9 µM. U2OS MC4R beta-arrestin complementation, luminescence; percent of melanotan II response, DMSO zero. P32245;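 active means activation above a per-plate cutoff, the mean activation of sample wells on that plate plus 3 SD, cut at about 8% in these data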
# Target sequence (P32245 whole entry, looked up): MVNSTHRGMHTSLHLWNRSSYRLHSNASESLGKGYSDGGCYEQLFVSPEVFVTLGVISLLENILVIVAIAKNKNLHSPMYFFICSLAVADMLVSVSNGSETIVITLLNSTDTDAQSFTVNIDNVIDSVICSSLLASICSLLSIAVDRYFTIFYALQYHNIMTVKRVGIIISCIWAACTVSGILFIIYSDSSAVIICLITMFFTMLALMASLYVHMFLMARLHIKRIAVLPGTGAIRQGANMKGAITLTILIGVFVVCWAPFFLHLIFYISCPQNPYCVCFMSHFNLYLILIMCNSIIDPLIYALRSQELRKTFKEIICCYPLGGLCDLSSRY
# Glyco luc inh: blocks N-linked glycosylation in D54 reporter cells; D54 ERlucT glycosylation luciferase reporter, 24 h; percent of 100 nM tunicamycin response; reporter increase, % at 12.5 µM; actives 0.23% (n = 360,000); AID 588692;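 active means mean luciferase reporter signal, scaled so untreated is 0 and the glycosylation-blocking control 100, at or above a set limit in every replicate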;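 further: luciferase carries N-glycosylation sites so blocking glycosylation raises the light; 0% = median of neutral control wells and 100% = median of 100 nM tunicamycin wells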
# NOD2-RIPK2 inh: inhibitors of human NOD2-RIPK2 interaction; AID 624267; actives 0.38% (n = 360,000); O43353; CHO BLA complementation NOD2-RIPK2, CCF4 ratio; inhibition, % at 4.98 µM; in the data active means inhibition above about 21%;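 further: 0% = vehicle only and 100% = reference blocker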
# m5-HT2A agonist: agonists of mouse serotonin 5-HT2A receptor (HTR2A); CHO-K1 mHTR2A beta-arrestin complementation, luminescence; percent of 30 µM serotonin response; activation, % at 7.6 µM; actives 0.66% (n = 360,000); AID 624169;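 active means activation above a run cutoff, the mean activation of all tested compounds plus 3 SD, cut at about 14% in these data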;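 further: 0% = plate median of compound wells and 100% = 30 µM serotonin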
# Target sequence (P35363 whole entry, looked up): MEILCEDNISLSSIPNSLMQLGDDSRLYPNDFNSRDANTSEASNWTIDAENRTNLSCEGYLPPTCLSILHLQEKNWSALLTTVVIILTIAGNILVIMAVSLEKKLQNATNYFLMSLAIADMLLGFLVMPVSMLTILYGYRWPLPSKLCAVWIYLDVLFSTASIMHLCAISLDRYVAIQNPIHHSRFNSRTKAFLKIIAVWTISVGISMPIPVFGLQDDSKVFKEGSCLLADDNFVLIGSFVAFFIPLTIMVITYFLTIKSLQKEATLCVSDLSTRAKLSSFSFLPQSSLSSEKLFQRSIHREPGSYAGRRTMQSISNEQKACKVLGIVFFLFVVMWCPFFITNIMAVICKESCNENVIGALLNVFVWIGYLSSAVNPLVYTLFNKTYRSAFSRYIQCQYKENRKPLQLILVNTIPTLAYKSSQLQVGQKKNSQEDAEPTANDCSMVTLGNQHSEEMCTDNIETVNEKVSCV
# MC4R antagonist: blocks human MC4R cAMP signaling. P32245. MC4R-expressing cells, MTII-stimulated cAMP, LANCE TR-FRET. inhibition, % at 6.5 µM. actives 0.48% (n = 360,000);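 active means inhibition above its plate's cutoff, the mean of tested wells on that plate plus 3 SD, cut at about 29% in these data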;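 further: 0% = Melanotan II alone and 100% = Melanotan II plus saturating MCL0020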
#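 Test system: U2OS cells stably expressing human melanocortin 4 receptor (MC4R); also added: Melanotan II challenge; compound: 6.5 µM single dose; timing: 30-min compound preincubation, 1-h Melanotan II challenge, 1-h detection, room temperature; signal: Eu-cAMP/anti-cAMP TR-FRET, emission 671 nm; repeats: one well per compound, no replicates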
# NCOA2 inhibitor: human SRC2 (NCOA2) inhibition | Q15596 | HEK293 GAL4-SRC2 luciferase reporter, luminescence | inhibition, % at 9 µM | actives 0.17% (n = 370,000);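 active means inhibition above the mean inhibition of all tested compounds plus 3 SD, set per campaign, cut at about 52% in these data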;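 further: 0% = DMSO treated cells and 100% = cells given Gossypol at 36 µM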
# ABCB6 inh 2: inhibitors of human ABC transporter ABCB6; actives 0.19% (n = 360,000); AID 602162; fluorescence ratio to DMSO, % at 10 µM; Q9NP58; K562-ABCB6 porphyrin accumulation, flow cytometry, 1 h; stronger effect = lower value;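 active means fluorescence ratio to DMSO below 75%, the collection mean minus 3 SD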;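 further: signal is porphyrin accumulated inside mitochondria; 100% equals median channel fluorescence of DMSO control wells; lower ratio means ABCB6 inhibition with less porphyrin fluorescence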
# * = called active by the depositor; · = not tested or not shown; & = joins results of further samples. The list is partial; count on the stated rates, not on these rows.
# Order of results – TLR9-MyD88 block	Cardio protect	ABHD5-PLIN5 inh	MC4R barr agon	Glyco luc inh	NOD2-RIPK2 inh	m5-HT2A agonist	MC4R antagonist	NCOA2 inhibitor	ABCB6 inh 2
- COc1ccc(CNC(=O)c2ccc(Cn3nc(C)cc3C)o2)cc1
    -6	1	7	-0.1	-3	-3	-4	4	-13	98
- COc1ccccc1C(c1nnnn1Cc1ccccc1)N1CCC(C(N)=O)CC1 (configuration not stated)
    3	-1	2	1.2	2	-9	-5	-3	-27	101
- c1ccc(CNc2nc(NCC3CC3)nc3cc(-c4ccccc4)sc23)cc1
    ·	-21	13	6.9	-12	5	-7	14	-38	94
- Nc1nc2n(n1)C(c1ccc(F)cc1)CC(c1ccc(F)cc1)N2 (configuration not stated)
    -7	-8	-2	-0.3	0	-7	4	-1	-32	104
- CCc1nnc2sc(-c3ccc(NC(=O)c4ccco4)cc3)nn12
    5	16	-4	1.7	-3	-6	5	9	-59	97
- Cc1c(Cl)cccc1NC(=O)COC(=O)CCc1nc2ccccc2n1-c1ccccc1
    -1	-8	-4	8.3*	1	8	-4	14	-7	105
- COc1ccccc1-n1cnc2cc(NCc3ccccn3)ccc21
    -3	4	-1	1.6	-1	-9	-5	2	16	101
- CCCCC(CC)CNC(=O)CC1Nc2c3ccccc3nc(=S)n2C1=O (configuration not stated)
    -1	0	-1	-0.4	1	-12	6	9	-16	100
- NC(=O)c1ccc(NC(=O)COC(=O)c2cccc(Oc3ccccc3)c2)cc1
    3	-2	1	-0.5	-1	-4	-1	4	13	96
- C=C1CCN([C@H](C(=O)NCc2ccccc2)C(C)C)S(=O)(=O)c2ccccc21
    -4	-2	6	0.0	-2	-4	-1	6	-6	92
- CCOC(=O)c1ccc(NS(=O)(=O)N2CCCCCC2)cc1
    1	-4	-13	2.2	-2	4	-1	-2	-51	102
- CCC(C)Sc1cccc(-c2nc3ccc(C)cn3c2NC2CCCCC2)c1 (configuration not stated)
    1	-20	-24&-11	4.7	-9	-9&-12	-5&-6	1	-12&-30	99&96
- O=S(=O)(Nc1ccc2cn[nH]c2c1)c1ccc(Cl)s1
    -3	-3	-1	-1.3	-1	-3	-1	-4	-1	97
- CC(C)(C)c1ccccc1NC(=O)c1cc(-c2ccncc2)nc2ccccc12
    -4	16	-3	-1.1	-1	-11	-1	14	-16	105
- CCOC(=O)c1cc2c(ccn2C)n1Cc1ccc(C#N)cc1
    -2	-4	-6	-4.4	-1	-8	5	-1	-8	96
- Cc1cc(NS(=O)(=O)c2ccc(NC(=O)c3cc4cc(Br)ccc4oc3=O)cc2)no1
    -8	-5	3	-2.0	2	2	-1	8	-16	99
- O=C1CCCN1CCCNC(=S)Nc1ccc(F)c(Cl)c1
    0	-5	-2	-1.3	0	-4	2	6	-28	101
- O=C(CSc1ccccc1)NCC1(N2CCOCC2)CCCCC1
    -11	1	-11	-3.2	0	0	0	6	9	92
- Cc1cccc(NC(=O)CSc2nnc(-c3ccco3)o2)c1C
    -2	3	0	1.2	-1	-20	0	8	-11	97
- CCOC(=O)c1c(C)n(C)c2ccc(OC)c(NC(=O)CN3CCCCC3)c12
    2	19	-6	-3.2	-2	-9	0	2	4	109
- COc1ccccc1-n1c(C)nc2cc(C(=O)NCC3CCCO3)ccc21 (configuration not stated)
    3	1	-6	-1.4	0	-2	-4	5	3	92
- COc1ccccc1-c1cc(C(F)(F)F)nc(NCc2ccco2)n1
    7	-30	2	-1.7	·	-1	-2	5	-14	92
- COc1cccc(N(CC(=O)NC2CCCCC2)C(=O)CCCC(=O)Nc2ccccn2)c1
    -4	0	-3	-0.7	-1	0	7	-3	-2	97
- O=C(NCc1ccccc1Cl)[C@H]1CCCN1C(=O)[C@H]1CCCN1C(=O)c1cccc2ccccc12
    ·	·	5	·	·	1	10	·	-17	96
- CN(Cc1ccccc1)C(=O)c1ccccc1N(C)S(=O)(=O)c1ccccc1
    4	-1	2	0.1	-1	2	1	2	3	96
- Cn1c(=O)c(Nc2ccc(O)cc2)c2c3c(cccc31)C(=O)c1ccccc1-2
    -8	34	25*	-1.0	-2	-3	-2	-23	-27	92
- CC(=O)Cc1nsc(NC(=O)c2ccc(F)cc2)n1
    -5	0	-3	-1.6	-2	3	0	5	-15	101
- CCOC(=O)c1c(NC(=O)CS(=O)(=O)c2cn(CC)c3ccccc23)sc2c1CCCCC2
    -2	-16	-5	4.0	2	-7	-3	18	30	101
- Cc1cccc(NC(=S)Nc2cccc3ccccc23)c1
    7	-8	-13	-1.6	4	10	-5	-2	-42	99
- CCN(CC)C(=O)C1CCCN(C(=O)c2cc(COc3ccc4ncccc4c3)on2)C1 (configuration not stated)
    -6	-7	10	-2.4	-2	4	-2	4	12	98
- Cc1ccc(C)c(OCCC(=O)OCC(=O)NCCNC(=O)COC(=O)CCOc2cc(C)ccc2C)c1
    -5	11	12	11*	0	-4	-1	-4	-4	100
- COc1ccc(C)cc1NC(=O)C(=O)c1cn(CC(=O)N2CCCC2)c2ccccc12
    -1	7	-3	-1.0	-2	-3	7	21	-2	102
- Cc1ccc(S(=O)(=O)N2CCC(=O)N(C(COCc3ccccc3)C(C)C)CC2)cc1 (configuration not stated)
    -4	-2	3	3.3	-2	1	-7	7	6	98
- N=c1c(C(=O)NC2CCCC2)cc2c(=O)n3ccccc3nc2n1C1CCCCC1
    -33	5	-11	-0.1	-3	-16	-7	9	3	99
- O=C1NC[C@H](CCCCN2C[C@H](Cc3ccccc3)N(Cc3ccccc3)C(=O)C2=O)N(CC2CCCCC2)C1=O
    ·	·	4	·	·	-8	-2	·	-11	94
- COc1ccc(Br)cc1S(=O)(=O)n1nc(C)cc1C
    -3	3	-4	-2.1	1	9	-7	4	-4	94
- CC(O)Cc1cn(CC(=O)N2CCN(C(=O)OC(C)(C)C)CC2)nn1 (configuration not stated)
    9	17	5	-1.2	5	5	0	-1	-10	92
- CCC(C)c1ccc(O)c(/C=N/O)c1 (configuration not stated)
    1	1	-7	5.2	1	3	-3	9	-30	93
- CCn1c(C)nnc1SCC(=O)Nc1ccc2c(c1)OCCO2
    -1	-1	0	-2.8	-1	-8	1	0	-6	97
- Cc1ccc(C)c(NC(=O)CCN2CCN(C)CC2)c1
    1	6	-5	-0.2	1	7	5	5	14	99
- CCCNC(=O)c1cc(C2CCCCN2S(=O)(=O)c2ccc(C#N)cc2)on1 (configuration not stated)
    ·	6	8	0.2	-1	2	8	2	-13	80
- NC(=O)c1ccccc1NC(=O)CSc1nc2c(c(=O)[nH]1)CCCC2
    -6	16	-8	-1.6	1	9	13	23	5	97
- COc1cc(/C=N/n2nnnc2N)cc(OC)c1OC
    -17	4	-3	0.2	5	-3	-2	0	-29	97
- COc1ccc(C(=O)Nc2nc3ccccc3s2)cc1
    2	-18	-4	1.3	-19	-5	-2	-6	11	104
- COc1ccc(C2CC(c3ccc(C)cc3)Nc3nc(N)nn32)cc1 (configuration not stated)
    7	0	-3	-1.1	1	11	3	-4	-2	96
- CCOc1ccc2cc(C(=O)NCc3ccccc3)c(=N)oc2c1
    4	-3	3	5.5	6	-4	8	0	-7	93
- O=S(=O)(c1ccccc1)N1CN(Cc2ccc(F)cc2)c2nc3ccccc3nc21
    -6	-7	-1	-1.4	-4	0	-1	7	-7	91
- Cc1ccccc1NC(=O)CSc1ccsc1[N+](=O)[O-]
    4	2	-3	-3.1	2	-2	0	3	-11	102
- CCn1c(SCC(=O)Nc2ccc(N3CCOCC3)cc2)nnc1-c1ccco1
    0	-1	0	-3.5	-2	4	5	2	-2	94
- CC(Sc1nc2cc([N+](=O)[O-])ccc2n1-c1cccc(C(F)(F)F)c1)C(=O)NC(N)=O (configuration not stated)
    1	0	0	0.5	24	18	2	3	-13	91
- CSCCC(NC(=O)c1cc(S(=O)(=O)N2CCOCC2)ccc1F)c1nc2ccccc2[nH]1 (configuration not stated)
    -1	-1	-2	-1.3	0	-5	-2	1	-18	78
- O=c1oc2cc(OCc3c(F)cccc3Cl)ccc2cc1-c1ccccn1
    -3	-14	1	1.5	-4	-9	7	16	-23	93
- C=CCNC(=S)NNc1nc(Nc2ccccc2)nc(N2CCCCC2)n1
    -11	2	-7	-0.3	-3	0	-4	19	-10	100
- COc1ccc(N(CC(=O)Nc2cc(C)ccc2C)S(=O)(=O)c2ccccc2[N+](=O)[O-])c(OC)c1
    5	7	-12	-1.4	-5	-6	-5	5	-2	100
- CCC1(C)Cc2ccccc2C(Nc2c(C)n(C)n(-c3ccccc3)c2=O)=N1 (configuration not stated)
    4	-23	2	-1.4	1	-15	4	2	-35	93
- Cc1ccccc1C(=O)N1CCC(C(=O)NCc2ccc(Cl)cc2)CC1
    13	-2	0	-3.1	-1	-3	7	0	-13	97
- CCCn1c(=O)c2[nH]c(-c3ccc(OCC(=O)Nc4ccc(C#N)cc4)cc3)nc2n(CCC)c1=O
    -7	94*	0	-1.0	2	-8	16*	5	3	94
- Cc1ccccc1Cn1c(=O)n(CCCC(=O)NCc2ccco2)c(=O)c2sccc21
    7	-4	9	1.0	-2	-2	-3	7	11	99
- CCCCCC(=O)Nc1cc(S(=O)(=O)N2CCOCC2)ccc1N1CCN(C)CC1
    -9	-3	-4	-1.1	2	-9	-3	3	-21	89
- CC1CCCN(C/C=C/c2ccccc2[N+](=O)[O-])C1 (configuration not stated)
    -2	-1	0	-1.5	4	-5	-3	3	-2	104

# Further results follow:
# Order of results – TLR9-MyD88 block	Cardio protect	ABHD5-PLIN5 inh	MC4R barr agon	Glyco luc inh	NOD2-RIPK2 inh	m5-HT2A agonist	MC4R antagonist	NCOA2 inhibitor	ABCB6 inh 2
- CCCOc1cccc(C(=O)N(Cc2ccc(OC)c(OC)c2)C2CCS(=O)(=O)C2)c1 (configuration not stated)
    -7	-4	-3	1.2	-1	-7	1	17	0	101
- CC(=O)Oc1ccccc1N(C(C)=O)S(=O)(=O)c1ccc2ccccc2c1
    7	-2	-6	-3.2	1	5	-4	14	7	99
- O=S(=O)(c1cccc2ccccc12)N1CCC2CC1c1cc(-c3ccc(F)cc3)ccc12 (configuration not stated)
    -7	-24	-1	-1.0	-5	-20	0	-4	11	95
- Cc1ccc(-c2nc(CS(=O)CC(=O)NCCN3CCCCCC3)c(C)o2)cc1 (configuration not stated)
    1	-3	-7	-2.5	3	-2	-5	4	6	96
- CC(=O)N1CN(C2CCCC2)Cc2c1sc1c2CCCC1
    5	5	-1	1.6	0	-2	3	-7	-7	100
- NC(=O)c1oc2ccccc2c1NC(=O)C1CCCCC1
    -5	4	1	-0.8	0	-11	-1	-2	11	97
- O=C(CCS(=O)(=O)c1cccc2nsnc12)N1CCN(c2ccccc2F)CC1
    1	-7	2	-0.8	-1	5	4	14	4	103
